PostGolgi yeast: growth inhibition of a yeast mutant, post-Golgi transport screen; post-Golgi transport phenotypic cell assay; inhibition, % at 10 µM; actives 0.9% (n = 98,000);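 also: yeast cells grown in 1536-well plates; yeast grown about 18 h at 30C before absorbance read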
CD11b adhes inh: inhibitors of human CD11b/CD18 binding to fibrinogen; K562 CD11b/CD18 adhesion to fibrinogen, ATPlite luminescence; Mn2+ added to activate the integrin; inhibition, % at 10 µM; actives 0.54% (n = 93,000);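 active = primary inhibition of 50% or more at 10 µM, then 40% or more on retest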; also: some results filed as inactive read as strong as hits
Target sequence (P05107 whole entry, looked up, other chains not shown): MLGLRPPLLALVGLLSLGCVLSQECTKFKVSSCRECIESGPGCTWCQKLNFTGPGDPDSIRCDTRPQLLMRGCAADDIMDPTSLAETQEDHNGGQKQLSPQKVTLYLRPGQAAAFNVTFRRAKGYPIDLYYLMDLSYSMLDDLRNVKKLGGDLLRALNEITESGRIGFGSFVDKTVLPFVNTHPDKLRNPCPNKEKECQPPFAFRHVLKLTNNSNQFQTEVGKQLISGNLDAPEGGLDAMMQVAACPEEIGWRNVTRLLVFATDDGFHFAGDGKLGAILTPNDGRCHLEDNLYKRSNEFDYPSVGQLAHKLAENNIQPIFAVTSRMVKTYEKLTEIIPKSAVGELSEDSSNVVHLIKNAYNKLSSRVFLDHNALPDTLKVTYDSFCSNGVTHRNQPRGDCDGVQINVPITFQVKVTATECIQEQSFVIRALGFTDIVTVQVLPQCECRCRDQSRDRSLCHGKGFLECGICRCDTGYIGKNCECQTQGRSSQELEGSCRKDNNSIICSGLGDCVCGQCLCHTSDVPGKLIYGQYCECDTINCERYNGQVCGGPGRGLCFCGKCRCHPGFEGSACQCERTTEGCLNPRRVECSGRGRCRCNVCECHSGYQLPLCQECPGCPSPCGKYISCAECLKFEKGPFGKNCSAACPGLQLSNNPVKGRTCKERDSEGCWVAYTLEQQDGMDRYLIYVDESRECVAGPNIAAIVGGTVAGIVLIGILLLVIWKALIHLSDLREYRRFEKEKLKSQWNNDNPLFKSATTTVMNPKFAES
sEH act: activators of human soluble epoxide hydrolase. P34913. purified human sEH enzymatic activity, activator screen. activation, % at 2 µM. actives 0.04% (n = 91,000). AID 717; in the data active = activation above about 37%; also: values of inactives mirror those of a sister screen read the other way
E coli WT exp: blocks growth of wild type E. coli BW25113; growth inhibition, % at 100 µM; actives 0.15% (n = 98,000); OD600 absorbance;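 active = growth inhibition above about 50% at one test dose, limit read from the data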;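 also: growth measured after 20 h incubation at 37 °C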
PLAP activator: activates human placental alkaline phosphatase; actives 1.2% (n = 96,000); activation fold at 20 µM; purified PLAP enzyme, luminescent substrate read-out; active compounds read high; P05187; AID 696; in the data active = activation fold above about 2
S1P2 blocker: antagonists of human S1P2 receptor. O95136. cell-based S1P2 antagonist assay, inhibition at 5 uM. inhibition, % at 5 µM. actives 0.21% (n = 97,000). AID 736; in the data active = inhibition above about 45%;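 also: CRE beta-lactamase reporter cells expressing human S1P2 stimulated with S1P; 0% = agonist at EC80 alone and 100% = agonist plus reference antagonist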
Target sequence (O95136 whole entry, looked up): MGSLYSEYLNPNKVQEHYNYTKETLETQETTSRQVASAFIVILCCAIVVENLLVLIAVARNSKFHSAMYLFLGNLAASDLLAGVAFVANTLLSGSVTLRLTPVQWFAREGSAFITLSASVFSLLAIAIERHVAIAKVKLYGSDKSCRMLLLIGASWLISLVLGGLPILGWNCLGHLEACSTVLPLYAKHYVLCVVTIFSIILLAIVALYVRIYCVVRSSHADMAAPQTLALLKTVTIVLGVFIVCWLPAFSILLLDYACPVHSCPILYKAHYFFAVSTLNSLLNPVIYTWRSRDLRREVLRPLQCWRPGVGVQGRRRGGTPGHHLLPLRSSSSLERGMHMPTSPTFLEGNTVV
S1P2 agonist: S1P2 (human) receptor agonism | O95136 | S1P2-expressing cell line, agonist reporter read-out | activation, % at 4.5 µM | actives 0.46% (n = 97,000) | AID 729; in the data active = activation above about 16%;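 also: 0% = vehicle low control and 100% = maximal reference agonist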
PostGolgi ctrl: yeast control strain growth, post-Golgi counter-screen | efflux-deficient yeast background strain, growth absorbance A615, 16 h | inhibition, % at 10 µM | actives 5% (n = 98,000) | AID 738
sEH inhibitor: inhibitors of human soluble epoxide hydrolase. recombinant human sEH enzymatic activity assay. inhibition, % at 2 µM. actives 0.34% (n = 91,000); in the data active = inhibition above about 80%; also: values of inactives mirror those of a sister screen read the other way; many of its hits are not listed in these tables
* = called active by the depositor; & = joins results of further samples. Rule as the data show it, unless noted: active = inhibition above about 30%; inactive = the rest.

What do the screens show for `Cc1ccc(S(=O)(=O)NC(CC(=O)N2CCC3(CC2)OCCO3)c2ccco2)cc1` (centres undefined)?
PostGolgi yeast: 1; CD11b adhes inh: 6; sEH act: -4; E coli WT exp: 10; PLAP activator: 1.1; S1P2 blocker: 26; S1P2 agonist: -5; PostGolgi ctrl: 3; sEH inhibitor: 4

How did COc1ccc(CC(=O)N2CCN(C)CC2)cc1 do in these assays?
PostGolgi yeast: 0; CD11b adhes inh: -9; sEH act: -6; E coli WT exp: 3; PLAP activator: 1; S1P2 blocker: -3; S1P2 agonist: -6; PostGolgi ctrl: -1; sEH inhibitor: 8

What do the screens show for `CC(=O)Nc1ccccc1OC(=O)N(C)C`?
PostGolgi yeast: -3; CD11b adhes inh: -7; sEH act: 6; E coli WT exp: -2; PLAP activator: 0.9; S1P2 blocker: 18; S1P2 agonist: -6; PostGolgi ctrl: -2; sEH inhibitor: -6

What do the screens show for `CCCCn1c(O)c(C(CC)=NCc2cc(OC)cc(OC)c2)c(=O)[nH]c1=O`?
PostGolgi yeast: -5; CD11b adhes inh: 20; sEH act: -3; E coli WT exp: -6; PLAP activator: 1; S1P2 blocker: -4; S1P2 agonist: -6; PostGolgi ctrl: 11; sEH inhibitor: 4

Results for O=C(C(Cc1ccccc1)NS(=O)(=O)c1cccc2nsnc12)N1CCC2(CC1)OCCO2 (centres undefined) ?
PostGolgi yeast: 9; CD11b adhes inh: 2; sEH act: 10; E coli WT exp: 6; PLAP activator: 1.1; S1P2 blocker: -17; S1P2 agonist: -7; PostGolgi ctrl: 14; sEH inhibitor: -11

How did CN1CCC(N(C)c2nc(-c3ccccc3)nc3ccccc23)CC1 do in these assays?
PostGolgi yeast: 2; CD11b adhes inh: 1; sEH act: 0; E coli WT exp: 2; PLAP activator: 1.6; S1P2 blocker: 16; S1P2 agonist: -3; PostGolgi ctrl: 8; sEH inhibitor: -1

What do the screens show for `Cn1c[n+](C)cc1C(O)c1ccccc1` (centres undefined)?
PostGolgi yeast: 3&-1; CD11b adhes inh: 18; sEH act: -4&-4; E coli WT exp: 1&-12; PLAP activator: 1.2&0.9; S1P2 blocker: 17&-18; S1P2 agonist: -9&-6; PostGolgi ctrl: 26&-6; sEH inhibitor: 5&4

What do the screens show for `CCCC(C)n1[nH]c(=O)c2c1NC(=O)CSC2c1ccc(OC)c(OC)c1` (centres undefined)?
PostGolgi yeast: -4; CD11b adhes inh: 0; sEH act: -2; E coli WT exp: -8; PLAP activator: 1.1; S1P2 blocker: 3; S1P2 agonist: -8; PostGolgi ctrl: 4; sEH inhibitor: 5

What do the screens show for `CC1=CC(=C2C(=O)NC(=S)NC2=O)C=C(C(F)(F)F)N1C`?
PostGolgi yeast: 40*; CD11b adhes inh: -30; sEH act: -2; E coli WT exp: -4; PLAP activator: 0.7; S1P2 blocker: -18; S1P2 agonist: -5; PostGolgi ctrl: 11; sEH inhibitor: -2

Results for CCc1ccc(N2C(=O)NC(=O)C(Cc3ccc(OC)cc3OC)C2=O)cc1 (centres undefined) ?
PostGolgi yeast: -3; CD11b adhes inh: -11; sEH act: -27; E coli WT exp: -6; PLAP activator: 1.4; S1P2 blocker: -14; S1P2 agonist: -5; PostGolgi ctrl: 23; sEH inhibitor: 27

Next part, overlapping the part above by 3 compounds.
What do the screens show for `CCCC(C)n1[nH]c(=O)c2c1NC(=O)CSC2c1ccc(OC)c(OC)c1` (centres undefined)?
PostGolgi yeast: -4; CD11b adhes inh: 0; sEH act: -2; E coli WT exp: -8; PLAP activator: 1.1; S1P2 blocker: 3; S1P2 agonist: -8; PostGolgi ctrl: 4; sEH inhibitor: 5

What do the screens show for `CC1=CC(=C2C(=O)NC(=S)NC2=O)C=C(C(F)(F)F)N1C`?
PostGolgi yeast: 40*; CD11b adhes inh: -30; sEH act: -2; E coli WT exp: -4; PLAP activator: 0.7; S1P2 blocker: -18; S1P2 agonist: -5; PostGolgi ctrl: 11; sEH inhibitor: -2

Results for CCc1ccc(N2C(=O)NC(=O)C(Cc3ccc(OC)cc3OC)C2=O)cc1 (centres undefined) ?
PostGolgi yeast: -3; CD11b adhes inh: -11; sEH act: -27; E coli WT exp: -6; PLAP activator: 1.4; S1P2 blocker: -14; S1P2 agonist: -5; PostGolgi ctrl: 23; sEH inhibitor: 27

What do the screens show for `Cc1nc2ccccc2c(=O)n1-c1ccccn1`?
PostGolgi yeast: 12; CD11b adhes inh: -12; sEH act: -4; E coli WT exp: -6; PLAP activator: 0.9; S1P2 blocker: 22; S1P2 agonist: 1; PostGolgi ctrl: -3; sEH inhibitor: 4

Results for CC1=NN(c2ccccc2)C(=O)C1/C=C1/C(=O)NC(=O)N(c2cc(C)cc(C)c2)C1=O (centres undefined) ?
PostGolgi yeast: -3; CD11b adhes inh: 9; sEH act: 16; E coli WT exp: -2; PLAP activator: 1; S1P2 blocker: -11; S1P2 agonist: -5; PostGolgi ctrl: 7; sEH inhibitor: -15

How did COc1ccc2c(c1)c(C(=O)O)c(C)n2C(C)C do in these assays?
sEH act: -2; S1P2 blocker: -2; S1P2 agonist: -3; sEH inhibitor: 4

How did O=c1[nH]c(=O)n(C2CCCCC2)c(O)c1C1NCCc2ccccc21 (centres undefined) do in these assays?
PostGolgi yeast: -1; CD11b adhes inh: 7; E coli WT exp: 2; PLAP activator: 1.6; PostGolgi ctrl: -5

What do the screens show for `COC(=O)C(C)Oc1cc(C)cc2oc(=O)c3c(c12)CCCC3` (centres undefined)?
PostGolgi yeast: 3; CD11b adhes inh: 46; sEH act: 8; E coli WT exp: 1; PLAP activator: 1.1; S1P2 blocker: -16; S1P2 agonist: -5; PostGolgi ctrl: 15; sEH inhibitor: -6

What do the screens show for `CC1(C)CC2(CCO1)NCCN1C(=O)CSC12` (centres undefined)?
PostGolgi yeast: 4; CD11b adhes inh: -2; sEH act: 3; E coli WT exp: -12; PLAP activator: 1.1; S1P2 blocker: 8; S1P2 agonist: -4; PostGolgi ctrl: 3; sEH inhibitor: -4

Results for COc1ccc(C(CC(=O)N2CCC3(CC2)OCCO3)NS(=O)(=O)c2ccc(C)cc2)cc1 (centres undefined) ?
PostGolgi yeast: -6; CD11b adhes inh: 9; sEH act: -2; E coli WT exp: 7; PLAP activator: 1.3; S1P2 blocker: 5; S1P2 agonist: -3; PostGolgi ctrl: -2; sEH inhibitor: 2

Results for O=C(C1CC(=O)N(C2CCCCC2)C1)N1CCC2(CC1)OCCO2 (centres undefined) ?
PostGolgi yeast: 21; CD11b adhes inh: -2; E coli WT exp: -1; PLAP activator: 1.2; S1P2 blocker: 12; S1P2 agonist: -6; PostGolgi ctrl: 4

Results for COc1ccccc1/C=N/N=C(/N)N[N+](=O)[O-] ?
PostGolgi yeast: -8; CD11b adhes inh: 0; sEH act: -1; E coli WT exp: 6; PLAP activator: 0.9; S1P2 blocker: -2; S1P2 agonist: -5; PostGolgi ctrl: 5; sEH inhibitor: -2

What do the screens show for `COCCOC(=O)C1=C(N)Oc2c(c(=O)oc3ccccc23)C1c1ccncc1` (centres undefined)?
PostGolgi yeast: 4; CD11b adhes inh: -8; sEH act: -10; E coli WT exp: 1; PLAP activator: 1; S1P2 blocker: -10; S1P2 agonist: -5; PostGolgi ctrl: -7; sEH inhibitor: 14

How did COc1cccc(N2CCN(Cc3ccc(Cl)cc3)CC2)c1 do in these assays?
PostGolgi yeast: 8; CD11b adhes inh: 2; sEH act: 12; E coli WT exp: 2; PLAP activator: 1.5; S1P2 blocker: 12; S1P2 agonist: -3; PostGolgi ctrl: 12; sEH inhibitor: -11

What do the screens show for `O=C(NC(Cc1ccccc1)C(=O)N1CCC2(CC1)OCCO2)C1CCCCC1` (centres undefined)?
PostGolgi yeast: 6; sEH act: -3; E coli WT exp: -2; PLAP activator: 1.1; S1P2 blocker: 1; S1P2 agonist: -4; PostGolgi ctrl: 6; sEH inhibitor: 3

What do the screens show for `O=c1[nH]c(=O)n(CCC2=CCCCC2)c(O)c1C=Nc1cccc(F)c1`?
PostGolgi yeast: 2; sEH act: 5; E coli WT exp: -2; PLAP activator: 1.1; S1P2 blocker: 14; S1P2 agonist: -2; PostGolgi ctrl: 11; sEH inhibitor: -3

What do the screens show for `O=C(Cc1ccccc1)N1CCN(C2CCCC2)CC1`?
PostGolgi yeast: 11; CD11b adhes inh: 6; sEH act: -7; E coli WT exp: -5; PLAP activator: 1.1; S1P2 blocker: -13; S1P2 agonist: -3; PostGolgi ctrl: 8; sEH inhibitor: 8

How did CCOC(=O)N(c1ccccc1)P1(=S)OCCO1 do in these assays?
PostGolgi yeast: -6; CD11b adhes inh: 16; sEH act: 14; E coli WT exp: -1; PLAP activator: 1; S1P2 blocker: 11; S1P2 agonist: -14; PostGolgi ctrl: 4; sEH inhibitor: -14

How did Cc1ccc2c(c1)CC1(CN2C)C(=O)NC(=O)N(c2cc(C)ccc2C)C1=O (centres undefined) do in these assays?
PostGolgi yeast: -4; CD11b adhes inh: 4; sEH act: -2; E coli WT exp: 0; PLAP activator: 1.6; S1P2 blocker: 6; S1P2 agonist: -1; PostGolgi ctrl: 8; sEH inhibitor: 3

How did O=c1[nH]c(=S)n(Cc2ccco2)c(O)c1C=NCc1cccs1 do in these assays?
PostGolgi yeast: 8; CD11b adhes inh: -19; sEH act: 14; E coli WT exp: 4; PLAP activator: 1.3; S1P2 blocker: 2; S1P2 agonist: -3; PostGolgi ctrl: 36*; sEH inhibitor: -19

Results for C=CCNC(=O)c1c(N)n(Cc2ccco2)c2nc3ccccc3nc12 ?
PostGolgi yeast: 3; CD11b adhes inh: -7; sEH act: 24; E coli WT exp: -15; PLAP activator: 1.1; S1P2 blocker: -15; S1P2 agonist: 18*; PostGolgi ctrl: 13; sEH inhibitor: -24

Results for CC(C)(C)c1nc(NCc2ccc3c(c2)OCO3)c2nnn(Cc3ccccc3Cl)c2n1 ?
sEH act: 6; S1P2 blocker: -11; S1P2 agonist: 1; sEH inhibitor: -2

Results for CC(=NCCCN1CCOCC1)c1c(O)n(-c2ccccc2C)c(=O)[nH]c1=O ?
PostGolgi yeast: 3; sEH act: 10; E coli WT exp: -2; PLAP activator: 1.1; S1P2 blocker: 11; S1P2 agonist: -3; PostGolgi ctrl: 3; sEH inhibitor: -12

How did CN(C)CC#CCC(O)(c1ccccc1)C1CCCC1 (centres undefined) do in these assays?
PostGolgi yeast: 23; CD11b adhes inh: 5; sEH act: 0; E coli WT exp: 4; PLAP activator: 0.9; S1P2 blocker: -22; S1P2 agonist: -5; PostGolgi ctrl: 3; sEH inhibitor: -3

What do the screens show for `OC12Oc3ccccc3C=C1N1CCC2CC1` (centres undefined)?
PostGolgi yeast: -11; CD11b adhes inh: -7; sEH act: -11; E coli WT exp: -5; PLAP activator: 1; S1P2 blocker: -19; S1P2 agonist: -9; PostGolgi ctrl: 6; sEH inhibitor: 10

What do the screens show for `O=C(COc1ccccc1)N1CCN(Cc2c[nH]c3ccccc23)CC1`?
PostGolgi yeast: -5; CD11b adhes inh: -2; E coli WT exp: 5; PLAP activator: 1.3; PostGolgi ctrl: 16

How did CSCCC(N=Cc1c(O)n(-c2ccc(Br)cc2)c(=O)[nH]c1=O)C(=O)OC(C)(C)C (centres undefined) do in these assays?
PostGolgi yeast: -3; sEH act: 9; E coli WT exp: -1; PLAP activator: 1.3; S1P2 blocker: 11; S1P2 agonist: -10; PostGolgi ctrl: 3; sEH inhibitor: -9

How did O=C(Cc1ccc(Br)cc1)N1CCN(Cc2ccccc2)CC1 do in these assays?
PostGolgi yeast: -1; sEH act: 3; E coli WT exp: -4; PLAP activator: 1.8; S1P2 blocker: 0; S1P2 agonist: -1; PostGolgi ctrl: 11; sEH inhibitor: -5

Results for C=CCn1c(O)c(C=Nc2ccc(OC)cc2C)c(=O)[nH]c1=O ?
PostGolgi yeast: -2; CD11b adhes inh: -5; sEH act: -1; E coli WT exp: 8; PLAP activator: 0.8; S1P2 blocker: 4; S1P2 agonist: -3; PostGolgi ctrl: 6; sEH inhibitor: 4

How did CCC(=O)c1cc(F)c(N2CCN(CC)CC2)cc1C do in these assays?
PostGolgi yeast: 9; CD11b adhes inh: -17; sEH act: 8; E coli WT exp: 7; PLAP activator: 1; S1P2 blocker: 5; S1P2 agonist: -3; PostGolgi ctrl: 5; sEH inhibitor: -6

What do the screens show for `CN(C)C(=O)Oc1ccc(OC(=O)N(C)C)cc1`?
PostGolgi yeast: 11; CD11b adhes inh: -9; sEH act: 12; E coli WT exp: 13; PLAP activator: 0.9; S1P2 blocker: -2; S1P2 agonist: 11; PostGolgi ctrl: -6; sEH inhibitor: -12

Only part of the results is shown, so the mix of outcomes need not match the whole.
